TbREL1 inh: TbREL1 inhibition, primary screen; inhibition, % at 9.66 µM; AID 1117264; 89,000 compounds, 0.49% hits; TbREL1 RNA ligation, FRET fluorescence; P86926;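 active means inhibition above the mean inhibition across all screened compounds plus 3 SD, cut at about 11% in these data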;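 further: 0% = plate median of test wells and 100% = NSC42067 control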
Target sequence (P86926 whole entry, looked up): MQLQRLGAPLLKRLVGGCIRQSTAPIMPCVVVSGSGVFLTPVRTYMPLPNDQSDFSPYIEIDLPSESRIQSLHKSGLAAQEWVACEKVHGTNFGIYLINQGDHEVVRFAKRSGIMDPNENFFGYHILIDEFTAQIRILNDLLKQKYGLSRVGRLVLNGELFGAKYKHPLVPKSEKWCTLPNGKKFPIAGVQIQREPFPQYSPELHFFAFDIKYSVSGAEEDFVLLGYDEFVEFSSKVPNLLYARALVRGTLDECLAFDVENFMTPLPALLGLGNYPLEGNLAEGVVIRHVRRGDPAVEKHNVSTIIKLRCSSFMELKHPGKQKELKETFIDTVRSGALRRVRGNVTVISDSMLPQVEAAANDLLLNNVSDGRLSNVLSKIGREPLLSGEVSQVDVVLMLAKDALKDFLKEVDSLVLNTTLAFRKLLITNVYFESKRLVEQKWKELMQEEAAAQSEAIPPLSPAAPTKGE
* marks the source's active call; other numbers are inactive results.

The first four entries as a preview:
SMILES	TbREL1 inh
CNc1c([N+](=O)[O-])cnn1-c1ccc(Cl)cc1	7
CCC(=O)N1CCC(C(=O)NC2CCCc3ccccc32)CC1 (stereo unspecified)	-1
O=C(Nc1ccc(OC(F)F)cc1)c1ncc(Cl)c(Cl)c1Cl	7
N#CC1=C(N)N2C(=C(C#N)C13CCCC3)Nc1ccccc12	0

The listing, repeating the preview:
SMILES	TbREL1 inh
CNc1c([N+](=O)[O-])cnn1-c1ccc(Cl)cc1	7
CCC(=O)N1CCC(C(=O)NC2CCCc3ccccc32)CC1 (stereo unspecified)	-1
O=C(Nc1ccc(OC(F)F)cc1)c1ncc(Cl)c(Cl)c1Cl	7
N#CC1=C(N)N2C(=C(C#N)C13CCCC3)Nc1ccccc12	0
O=C(O)c1cc(S(=O)(=O)Nc2ccc3c(c2)OCCO3)c(Cl)cc1Cl	4
O=C(c1nc2nc(-c3ccccc3)cc(C(F)(F)F)n2n1)N1CCCCC1	4
COc1ccc(NC(=O)N2CCC(c3nc4ccc(Cl)cc4[nH]3)CC2)cc1OC	-2
Cc1ccnc(NC(=O)c2cccc(S(=O)(=O)N3CCCc4ccccc43)c2)c1	6
Cn1c(CCc2nc3ccccc3[nH]2)n[nH]c1=S	-4
CCOc1ccc(C(C(=O)NCC2CCCO2)N(C(=O)c2snc(C(N)=O)c2N)c2ccccc2F)cc1 (stereo unspecified)	-6
COc1ccc(C(=O)CSc2nnc(CNc3nc(-c4ccccc4)cs3)n2C)cc1	-2
Cc1ccc(C(=O)N2[C@@H]3CN(C)C(=O)[C@@]2(Cc2ccccc2)[C@H]2C(=O)N(Cc4ccccc4)C(=O)[C@@H]32)cc1	-2
O=C(c1ccc(C#Cc2ccccc2)o1)N1CCN(c2ccccn2)CC1	0
O=C(OCCOc1ccccc1Cl)c1ccc(-n2cnnn2)cc1	3
CC(=O)c1ccc(OCC(=O)Nc2c(C)nn(-c3ccccc3)c2C)cc1	-2
Cc1cc2[nH]c(=O)c(=O)[nH]c2cc1S(=O)(=O)N1CCN(c2ccccc2)CC1	4
COC(=O)c1sc(S(=O)(=O)N2CCN(CCO)CC2)c(C(=O)OC)c1C	4
COc1cccc(CNC(=O)c2nnn(CC(=O)Nc3ccc4c(c3)OCO4)c2N)c1	1
CC(=O)c1cccc(NC(=S)NC(=O)c2ccccc2Cl)c1	-3
COc1ccc(/C=N/NC(=O)C2c3ccccc3Oc3ccccc32)c(OC)c1	2

Filtered by structure, those above containing a Cl atom.
SMILES	TbREL1 inh
CNc1c([N+](=O)[O-])cnn1-c1ccc(Cl)cc1	7
O=C(Nc1ccc(OC(F)F)cc1)c1ncc(Cl)c(Cl)c1Cl	7
O=C(O)c1cc(S(=O)(=O)Nc2ccc3c(c2)OCCO3)c(Cl)cc1Cl	4
COc1ccc(NC(=O)N2CCC(c3nc4ccc(Cl)cc4[nH]3)CC2)cc1OC	-2
O=C(OCCOc1ccccc1Cl)c1ccc(-n2cnnn2)cc1	3
CC(=O)c1cccc(NC(=S)NC(=O)c2ccccc2Cl)c1	-3

More records follow.
SMILES	TbREL1 inh
COc1ccc(N2C(=O)C3CCCN3C2c2ccc(C)cc2)cc1Cl (stereo unspecified)	-2
C/C(=N\NC(=O)c1cccc(S(=O)(=O)N2CCCC2)c1)c1ccncc1	4
O=S(=O)(Nc1ccccc1Cl)c1ccc(NS(=O)(=O)c2cccs2)cc1	0
COc1cccc(CNC(=O)c2c[nH]n3c(=O)c(Cl)c(C)nc23)c1	0
Cc1cccc(N2CCN(S(=O)(=O)c3ccc(S(=O)(=O)N4CCCC4)cc3)CC2)c1C	2
COc1cc(NC(=O)N2CCNC2=O)cc(C(=O)Nc2cccc(C(F)(F)F)c2)c1	-2
CCOC(=O)CSc1nnc(-c2ccc(S(=O)(=O)N3CCC(C)CC3)cc2)o1	-1
CCOC(=O)[C@H]1[C@H]2COc3ccc(Cl)cc3[C@@H]2N2C(=O)CN(Cc3ccc(C)cc3)C(=O)[C@@]12C	-2
CC1CCCC(C)N1C(=O)CN1C(=O)C(C)(C)Oc2ccc(C(=O)NC3CCCCC3)cc21 (stereo unspecified)	-2
CC(C)CCNC(=O)c1cn(C)c2ccc(S(=O)(=O)N3CCCC3)cc2c1=O	-1
CC(C)Oc1cccc(C(=O)C2CCCN(C(=O)c3csnn3)C2)c1 (stereo unspecified)	-2
Cc1ccc(-c2cc3c(n2-c2ccc(C(=O)O)cc2)CCCC3=O)cc1	2
CC(Sc1n[nH]c(N)n1)C(=O)C12CC3CC(CC(C3)C1)C2 (stereo unspecified)	-2
Cc1ccccc1N(C(=O)c1snc(C(N)=O)c1N)C(C)C(=O)NC1CCCCC1 (stereo unspecified)	0
CCC(CC)C(=O)c1c[nH]c(C(=O)N2CCN(c3ccccc3)CC2)c1	-1
Cc1cccc(OCC(=O)NCCCNC(=O)c2ccccn2)c1	5
CCC1SC(=NC(=O)c2ccc(Cl)c(Cl)c2)NC1=O (stereo unspecified)	-2
CCn1c2ccccc2c2cc(C=Nn3c(-c4ccccn4)n[nH]c3=S)ccc21	3
C=C1CCN([C@@H](CC(C)C)C(=O)N2CCCC2)S(=O)(=O)c2ccccc21	-1
C[C@@H]1CN([C@@H](C)CO)C(=O)CCCn2nncc2CO[C@H]1CN(C)C(=O)c1ccncc1	5
Cc1ccc2c(c1)N(CCC(=O)NCC1COc3ccccc3O1)C(=O)CO2 (stereo unspecified)	4
Cc1sc2ncn(CC(=O)NCCCC(=O)N3CCN(c4ncccn4)CC3)c(=O)c2c1C	1
CSc1ccccc1NC(=S)N/N=C/c1cccn1Cc1cccc(C)c1	1
COc1ccc(-n2c(SCC(=O)N3CCCC3)nnc2-c2ccncc2)cc1	-4
CCOC(=O)c1sc(NC(=O)C2CC(=O)N(c3ccc(C)cc3)C2)nc1C (stereo unspecified)	-1
Cc1sc2ncn(CC(=O)NCC(=O)N(C)Cc3ccccc3)c(=O)c2c1C	1
COC(=O)[C@]12CCCCC=C1N(CCC1=CCCCC1)C(=O)[C@H](CC(=O)NCCCN1CCCC1=O)C2	-4
Nc1nc(-c2cccnc2)nn1C(=O)c1ccc(Cl)cc1	3
Cc1ccc(N(C(C)C(=O)O)S(=O)(=O)c2c(C)[nH]c(=O)[nH]c2=O)cc1 (stereo unspecified)	0
CN(C)S(=O)(=O)c1cccc(C(=O)N/N=C\c2cccc(C#N)c2)c1	1
O=C(Nc1nc(-c2ccc(-c3ccccc3)cc2)cs1)C1=COCCO1	-5
CC(C)c1ccccc1OCC(=O)NN1C(=O)c2ccccc2C1=O	0
Cc1nn(-c2ccccc2)c(C)c1C(=O)OCC(N)=O	3
O=C(CN1CCN(C2CCCCC2)CC1)Nc1ccccc1N1CCCCC1	3
COC(=O)c1ccc(C(=O)OC)c(NC(=S)N2CCCCC2)c1	-6
COc1cccc(OCC(O)CN2CC(C)CC(C)C2)c1 (stereo unspecified)	5
CCC1CCCCN1C(=O)CCc1nnc(Cc2cc(OC)ccc2OC)o1 (stereo unspecified)	0
CN(CCc1ccccn1)C(=O)CCC1CCCN(C(=O)c2ccccn2)C1 (stereo unspecified)	1
COc1cc(C(=O)NNC(=O)COc2cccc(F)c2)ccc1OCC(=O)N1CCOCC1	0
Cn1cccc1/C=N/NC(=O)c1ccn[nH]1	1
O=C(CSc1nc2ncc(Cl)cc2[nH]1)NCCc1ccc(F)cc1	8
O=Cc1cn(CC(=O)NCC2CCCO2)c2ccccc12 (stereo unspecified)	0
O=C(CCNC(=O)c1ccc(Cl)cc1)Nc1cccc(S(=O)(=O)N2CCCCCC2)c1	-1
Cc1cccc(NC(=O)c2cc(=O)c3ccccc3o2)n1	3
CCN1CCCC1CNC(=O)c1cc2c(C)nc3ccccc3c2o1 (stereo unspecified)	7
Cc1ccc(-n2nnc(-c3cc4ccccc4n3C)n2)cc1	-1
CCOc1ccc(C(=O)NNC(=O)CNC(=O)c2ccc(C)s2)cc1OC	-1
O=C1CSC(c2ccccc2[N+](=O)[O-])N1c1ccc(O)cc1 (stereo unspecified)	0
CCCCC(=O)Nc1nn(C)c2nc3c(C)cccc3cc12	-2
CCN1C(=NCc2cccc(Cl)c2)N[C@@H](c2cccc(F)c2)C(C(=O)OC)=C1C	7
CC(C)NC(=O)c1ccc2c(c1)N(CC(=O)N1CCOCC1)C(=O)C(C)(C)O2	2
O=C(CCCC(=O)N(CC(=O)NC1CCCCC1)CC1CCCO1)Nc1ccccn1 (stereo unspecified)	-2
CC(Sc1nnc(-c2ccncc2)n1-c1ccc(F)cc1)C(=O)NC1CC1 (stereo unspecified)	4
Cc1cc(Cl)c(OCCN2C(=O)NC(C)(C)C2=O)c(Br)c1	-1
O=C(Nc1cc([N+](=O)[O-])ccc1N1CCOCC1)c1cccs1	1
O=C(Cc1ccc2c(c1)OCCO2)Nc1cccc(S(=O)(=O)N2CCOCC2)c1	4
CCn1nnnc1SCC(=O)N1c2ccccc2CCc2ccccc21	5
CCCCNc1c(-c2ccc(OC)c(SC(C)CC)c2)nc2cc(C)ccn12 (stereo unspecified)	-2
CCn1c(SCC(=O)Nc2cccc(S(=O)(=O)N(C)c3ccccc3)c2)nnc1C1CC1	-7
Cc1csc(SCC(=O)Nc2cccc(S(=O)(=O)N3CCCC3)c2)n1	-1

Looked up above.
TbREL1 inh, `CCCCNc1c(-c2ccc(OC)c(SC(C)CC)c2)nc2cc(C)ccn12` (stereo unspecified) is entered as -2
TbREL1 inh, `CCOc1ccc(C(=O)NNC(=O)CNC(=O)c2ccc(C)s2)cc1OC` is entered as -1

Nothing new here: entries from further up.
SMILES	TbREL1 inh
CCn1c(SCC(=O)Nc2cccc(S(=O)(=O)N(C)c3ccccc3)c2)nnc1C1CC1	-7
Cc1csc(SCC(=O)Nc2cccc(S(=O)(=O)N3CCCC3)c2)n1	-1

Remaining list, next part:
SMILES	TbREL1 inh
COc1ccccc1NCC(=O)N/N=C/c1sccc1C	1
CCc1ccc2[nH]c(=O)c(C(c3nnnn3Cc3ccccc3)N3CCOCC3)cc2c1 (stereo unspecified)	0
O=C(NCc1ccccc1)c1ccc(Cl)nc1	5
COc1ccc(-c2ncc(CN3CCN(CCC(C)C)C(CCO)C3)cn2)cc1 (stereo unspecified)	0
N#Cc1ccc(C(=O)Nc2ccc([N+](=O)[O-])cc2)c(F)c1	5
CCOc1ccccc1NC(=O)CSc1nnc(SCc2ccccc2)s1	1
Cc1ccc(-c2nnc(SCC(=O)NN=Cc3c[nH]c4ccccc34)n2-c2ccccc2)cc1	0
O=C(c1ccc(S(=O)(=O)N2CCCC2)cc1)N1CCC(CN2C(=O)c3cccc4cccc(c34)C2=O)CC1	1
O=C(Nc1ccsc1C(=O)NC1CCCCC1)c1ccc(F)cc1	0
C/C=C(/C)C(=O)O[C@@H]1c2c(ccc3ccc(=O)oc23)OC(C)(C)[C@@H]1OC(C)=O	-3
CC(=O)NC(Cc1ccc(C)cc1)C(=O)NC1CCN(c2ncccc2[N+](=O)[O-])CC1 (stereo unspecified)	0
Fc1ccccc1/C=N/Nc1ncnc2ccccc12	8
Cc1cc(C)c2nc(N3C(=O)C(O)=C(C(=O)c4ccco4)C3c3ccc(O)cc3)sc2c1 (stereo unspecified)	7
CCCCC1CCc2[nH]nc(C(=O)O)c2C1 (stereo unspecified)	0
Cc1cc(C)c2c(-n3cccc3)c(NC(=O)OCc3ccccc3)sc2n1	-1
CCN(C(=O)CSc1nnc(-c2ccccc2)o1)c1c(N)n(Cc2ccccc2)c(=O)[nH]c1=O	1
O=C(NCC(c1ccc(F)cc1)N1CCOCC1)c1ccc(-c2ccccc2)cc1 (stereo unspecified)	2
Cc1nc2ccc(S(=O)(=O)NCC(=O)O)cc2s1	1
N#Cc1ccccc1N1CCN(S(=O)(=O)c2ccc3c(c2)CCC(=O)N3)CC1	-2
O=C(NCCc1ccncc1)c1ccccc1F	0
O=C(N/N=C/c1ccc(-c2cccc(C(F)(F)F)c2)o1)c1cccc(F)c1	0
O=C(CSCC(=O)NC1CC1)Nc1ccccc1	8
CC1CN=C(N(C(=O)Nc2ccccc2)C(C)C)S1 (stereo unspecified)	2
Clc1ccc(-c2nnc3n2N=C(c2ccc(-c4ccccc4)cc2)CS3)cc1	0
CCOC(=O)Nc1ccc2c(c1)N(C(=O)OC)c1ccccc1CC2	-2
CCOC(=O)c1c(NC(=O)CCN2CCOCC2)sc2c1CC(C)(C)OC2	-1
COc1ccc([C@@H]2CC=C(C(=O)O)[C@H](c3ccc(F)cc3)N2S(=O)(=O)c2ccccc2C)cc1	4
Cc1ccc(-n2c(Cc3cccn3C)nnc2SCC(=O)Nc2nnc(C)s2)cc1	-5
CCN1C(=O)[C@H]2[C@@H](c3ccc(OC)cc3)N3C(=O)CN(CCOC)C(=O)[C@@]3(C)[C@H]2C1=O	-1
COC(=O)CNC(=O)CCc1nnc(C2(c3ccc(Cl)cc3)CCC2)o1	-2
CCN(Cc1ccncc1)C(=O)c1cccc(S(=O)(=O)N2CCCCC2)c1	3
CC(C)Oc1ccc(OCCn2c(=S)[nH]c3c(N)ncnc32)cc1	-2
O=C(Nc1nccs1)c1ccc(-c2ccc(F)c(Cl)c2)o1	7
O=C1N[C@@H](Cc2ccccc2)C(=O)N2[C@H]1C[C@]1([C@]34C[C@H]5C(=O)N[C@@H](Cc6ccccc6)C(=O)N5[C@H]3N(S(=O)(=O)c3ccccc3)c3ccccc34)c3ccccc3N(S(=O)(=O)c3ccccc3)[C@H]21	-1
CC(C)Cc1nnc(NC(=O)CN2C(=O)NC3(CCCCC3)C2=O)s1	5
CC(=O)N1CCc2cc(S(=O)(=O)NC3CCCCC3)ccc21	-4
CCOC(=O)c1cc(C(=O)OCC)c(=O)[nH]c1SCc1ccccc1	5
O=[N+]([O-])c1cccc(N=Cc2sc3ccccc3c2O)c1	-1
CCC(=O)NC(c1cc(Cl)c2ccccc2c1O)C1CC1 (stereo unspecified)	-1
C[C@@H]1CN([C@H](C)CO)C(=O)CCCn2nncc2CO[C@@H]1CN(C)S(=O)(=O)c1ccc2c(c1)OCCCO2	-2
Cc1ccc(SCc2noc(C(=O)NCC3CCCO3)c2C(=O)O)cc1C (stereo unspecified)	5

Source: PubChem BioAssay (The Scripps Research Institute Molecular Screening Center)

Only part of the results is shown; count on the stated rates, not on these rows.
